CHT PAM: human CHT allosteric activation. Q9GZV3. CHT-expressing cells, membrane potential dye, choline EC20; active compounds read high; LV-AA mutant CHT in HEK293 cells. B-score at 10 µM. 0.49% of 310,000 active. AID 488977;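 active = initial fluorescence not abnormally high and integrated response B-score, plate-corrected, over 3 SD above library mean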
Target sequence (Q9GZV3 whole entry, looked up): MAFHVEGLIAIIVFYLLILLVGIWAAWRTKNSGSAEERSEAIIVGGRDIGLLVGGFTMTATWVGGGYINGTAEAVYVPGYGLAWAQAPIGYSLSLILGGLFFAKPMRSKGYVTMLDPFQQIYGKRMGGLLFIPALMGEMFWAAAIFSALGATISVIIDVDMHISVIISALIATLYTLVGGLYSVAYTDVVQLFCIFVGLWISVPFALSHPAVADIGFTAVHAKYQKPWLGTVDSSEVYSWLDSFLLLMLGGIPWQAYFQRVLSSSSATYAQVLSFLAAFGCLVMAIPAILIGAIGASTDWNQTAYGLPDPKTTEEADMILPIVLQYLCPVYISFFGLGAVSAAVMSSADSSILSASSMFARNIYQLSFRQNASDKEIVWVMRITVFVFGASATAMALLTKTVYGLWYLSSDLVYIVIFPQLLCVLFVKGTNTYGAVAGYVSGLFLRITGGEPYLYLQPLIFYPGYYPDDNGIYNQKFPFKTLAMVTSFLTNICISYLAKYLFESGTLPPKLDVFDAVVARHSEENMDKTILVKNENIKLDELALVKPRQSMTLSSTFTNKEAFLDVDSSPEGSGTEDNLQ
OX1R antag: antagonists of human orexin 1 receptor. AID 434989. O43613. inhibition, % at 5 µM. CHO/OX1R cells, Fluo-8 calcium fluorescence, orexin A. 0.43% of 330,000 active;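 active = inhibition above its plate's threshold, mean inhibition of all tested compounds on the plate plus 3 SD, cut at about 37% in these data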;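 note: 0% = orexin A challenge wells and 100% = SB-334867-A antagonist wells; not every result past the cut was called active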
Target sequence (O43613 whole entry, looked up): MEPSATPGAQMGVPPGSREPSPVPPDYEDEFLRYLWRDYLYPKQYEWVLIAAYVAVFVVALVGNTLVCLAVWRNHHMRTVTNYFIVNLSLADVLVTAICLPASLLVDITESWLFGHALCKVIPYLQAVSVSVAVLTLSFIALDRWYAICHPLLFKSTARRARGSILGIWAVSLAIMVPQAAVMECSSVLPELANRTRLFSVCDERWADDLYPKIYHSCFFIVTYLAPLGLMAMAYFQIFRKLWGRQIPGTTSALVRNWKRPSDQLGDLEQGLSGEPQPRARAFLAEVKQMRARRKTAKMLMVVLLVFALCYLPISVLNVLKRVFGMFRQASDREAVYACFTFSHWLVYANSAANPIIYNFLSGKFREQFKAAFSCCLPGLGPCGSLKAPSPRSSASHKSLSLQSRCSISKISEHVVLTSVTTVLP
Active calls of the source: *; i = inactive; / = not tested or not shown.

SMILES | CHT PAM | OX1R antag
C[C@H](CO)N1C[C@H](C)[C@@H](CN(C)C(=O)Nc2ccc(C(F)(F)F)cc2)Oc2c(NC(=O)Nc3ccc4c(c3)OCO4)cccc2C1=O | / | -2.8
COc1ccc(CN(C(=O)c2cc3ccccc3oc2=O)C2CCS(=O)(=O)C2)cc1 (stereo not drawn) | i | -21.2
CCCCN(C(=O)/C=C/c1ccccc1)C1CCS(=O)(=O)C1 (stereo not drawn) | i | -16.4
COc1ccc(/C=C2\C(=O)OCc3cc(OC)c(OC)cc32)cc1OC | i | -6.8
CCC(=O)Oc1ccc(C(=O)Nc2cccc(C(=O)NCC(C)C)c2)cc1 | i | -25.3
Cc1cccc(C(=O)N2CCc3cc(-c4nc(NC(=O)CN5CCCC5)sc4C)ccc32)c1 | i | -31.8
COc1ccc(C(=O)COC(=O)c2nc3nccc(C)n3n2)cc1F | / | -4.0
CC(C)CN(C(=O)CSc1nnc(-c2cccs2)n1N)c1c(N)n(Cc2ccccc2)c(=O)[nH]c1=O | 6.73* | -7.4
COc1cccc(OCC(=O)N(Cc2nc(-c3ccc(Cl)cc3)no2)C(C)C)c1 | i | -10.0
Cc1cc2c(cc1[N+](=O)[O-])NC(CNC(C)C)CC2 (stereo not drawn) | i | -24.9
COc1ccc(CCNC(=O)CCCn2c(=O)[nH]c3cc(OC)c(OC)cc3c2=O)cc1OC | i | -5.8
Cc1ccc(CCNC(=O)c2cc(-c3ccncc3)nc3ccccc23)cc1 | i | -12.9
CC(C)N=C(NS(=O)(=O)c1cccs1)c1ccccc1 | i | -10.2
CNC(=O)c1[nH]cnc1C(=O)Nc1cccc(OC)c1 | i | -7.3
Cn1c(=O)n(C)c2cc(S(=O)(=O)N3CCN(c4ccccc4)CC3)ccc21 | i | -7.6

Reformatted with values under each structure: 7 of the compounds above
Order of results – CHT PAM | OX1R antag
Cc1cccc(C(=O)N2CCc3cc(-c4nc(NC(=O)CN5CCCC5)sc4C)ccc32)c1
    i | -31.8
COc1ccc(C(=O)COC(=O)c2nc3nccc(C)n3n2)cc1F
    / | -4.0
CC(C)CN(C(=O)CSc1nnc(-c2cccs2)n1N)c1c(N)n(Cc2ccccc2)c(=O)[nH]c1=O
    6.73* | -7.4
COc1cccc(OCC(=O)N(Cc2nc(-c3ccc(Cl)cc3)no2)C(C)C)c1
    i | -10.0
Cc1cc2c(cc1[N+](=O)[O-])NC(CNC(C)C)CC2 (stereo not drawn)
    i | -24.9
COc1ccc(CCNC(=O)CCCn2c(=O)[nH]c3cc(OC)c(OC)cc3c2=O)cc1OC
    i | -5.8
Cc1ccc(CCNC(=O)c2cc(-c3ccncc3)nc3ccccc23)cc1
    i | -12.9

(listing goes on)
SMILES | CHT PAM | OX1R antag
COc1ccc(C(C)NC(=O)c2ccncc2)cc1 (stereo not drawn) | i | -22.0
COC(Cn1c(C)c(C(C)=O)c(C(C)=O)c1C)OC | i | -4.5
O=C(O)c1ccc(N/N=C/c2ccc(-c3cccc(Cl)c3)o2)cc1 | i | 0.8
CCOC(=O)C1CCCN(c2cc(C)nc3cc(-c4ccc(F)cc4)nn23)C1 (stereo not drawn) | i | -45.0
COc1ccccc1N1CCN(C(=O)C(=O)c2c(C)[nH]c3ccccc23)CC1 | i | -9.3
CCOC(=O)N1CCN(C(=O)c2oc3ccc(S(=O)(=O)N4CCCCCC4)cc3c2C)CC1 | i | -31.6
CC(C)CCOc1ccc(C(=O)N2CCCC2C(=O)O)cc1 (stereo not drawn) | i | 8.2
Cc1ccc(Nc2nnc(SCC(=O)NCC3CCCO3)s2)cc1 (stereo not drawn) | / | -22.9
Nc1nc(NS(=O)(=O)c2ccc(Cl)cc2)nn1-c1ccccc1 | i | -4.6
O=C(CN1CCCCC1)Nc1ccc(NC(=O)c2ccc(Cl)cc2)cc1Cl | i | -1.0
CC1(C)CC(=O)c2sc(NC(=O)c3ccco3)nc2C1 | i | -14.8
Cc1cccc(N(CC(=O)NCCSc2ccccn2)S(=O)(=O)c2ccccc2)c1 | i | -33.9
COCc1cc(=O)[nH]c2cc(NC(=O)C(C)(C)CCl)c(C)cc12 | i | -18.6
O=S(=O)(NCCN1CCOCC1)c1ccc2c(c1)OCCO2 | i | -10.8
CNc1ccc(Cl)cc1C(N)=O | i | -0.8

Of the compounds above, 2 have a thiophene ring, fused or not:
SMILES | CHT PAM | OX1R antag
CC(C)CN(C(=O)CSc1nnc(-c2cccs2)n1N)c1c(N)n(Cc2ccccc2)c(=O)[nH]c1=O | 6.73* | -7.4
CC(C)N=C(NS(=O)(=O)c1cccs1)c1ccccc1 | i | -10.2

(list continues)
SMILES | CHT PAM | OX1R antag
Cc1noc2ncnc(SCc3ccc(C(F)(F)F)cc3)c12 | i | -21.5
Cc1nn(Cc2cccc(F)c2)c(C)c1NC(=O)c1c([N+](=O)[O-])c(C)nn1C | i | -10.3
COCCNC(=O)Cn1c(=O)n(CCCCCC(=O)NCc2ccc3c(c2)OCO3)c(=O)c2sccc21 | i | -13.2
CC(=O)OCC(OC(C)=O)C(OC(C)=O)C(OC(C)=O)C(=O)Nc1ccccc1 (stereo not drawn) | i | -26.0
Cc1ccc(N(CC(=O)NCc2ccccn2)S(=O)(=O)c2ccccc2)cc1Cl | i | /
COC(=O)[C@H](C)NC(=O)NCc1ccco1 | i | 0.1
CCc1ccc(CNCc2ccc(F)cc2)cc1 | i | -12.3
C=CCOc1c(Cl)cc(CNCCCN2CCOCC2)cc1OC | i | -3.8
COc1ccc(C(=O)N=C2SC3CS(=O)(=O)CC3N2Cc2ccc(F)cc2)cc1 (stereo not drawn) | i | -4.9
Cc1ccc(S(=O)(=O)N2CCOCC2)cc1NC(=O)CN1C(=O)NC(C)(c2ccc(Cl)cc2Cl)C1=O (stereo not drawn) | / | -20.4
O=C(Nc1ncnc2sc3c(c12)CCCC3)c1ccncc1 | i | -29.1
COc1ccc(NC(=O)c2ccc(=O)[nH]c2)cc1S(=O)(=O)N1CCCCC1 | i | -2.0
Cc1ccc(S(=O)(=O)NC2CCOC(C)(C)C2)cc1 (stereo not drawn) | i | -5.5
O=C(N/N=C/c1ccc(O)c(O)c1)NC12CC3CC(CC(C3)C1)C2 | i | 7.7
COc1ccc(CN(C)C(=O)c2cc(-c3ccc(OC)c(OC)c3)nc3ccccc23)c(OC)c1 | i | /
COc1ccc(-c2nc(NC(=O)c3nc4nccc(C)n4n3)sc2C)cc1 | i | -13.6
CCc1nnc(NC(=O)CSc2nnnn2C)s1 | i | -15.4
CC(C(=O)N=Nc1c(O)[nH]c2ccccc12)n1cnc2ccccc2c1=O (stereo not drawn) | i | -4.1
S=C(c1ccc(-c2ccc(Br)cc2)o1)N1CCCCC1 | i | -24.9
COC(=O)CSc1nnc(CNS(=O)(=O)c2ccc(Br)cc2)n1C | i | -21.2
Cc1nn(-c2ccccc2)c(NC(=O)c2cccs2)c(-c2ccccc2)c1=O | i | -13.8
O=C(CN1C(=O)C(c2ccccc2)Oc2cccnc21)NCc1ccccc1F (stereo not drawn) | i | -6.3
CC(OC(=O)CN1C(=O)NC(C)(C)C1=O)C(=O)c1ccccc1 (stereo not drawn) | i | -2.4
N/C(=N\OC(=O)COc1ccc(Cl)cc1Cl)c1cccnc1 | i | -29.2
Cc1cc(OCC(=O)N(Cc2ccco2)C2CCS(=O)(=O)C2)cc(C)c1Cl (stereo not drawn) | i | -27.9
COc1cccc(N2C(=O)C(Cc3c[nH]c4ccccc34)NC2=S)c1 (stereo not drawn) | i | -0.1
CC(C(=O)N1CCCc2ccccc21)N1CCN(c2ccccn2)CC1 (stereo not drawn) | i | -19.6
CCCCn1c(N)c(N(CC(C)C)C(=O)c2ccc(C)o2)c(=O)[nH]c1=O | / | -16.1
O=C1Nc2ccccc2/C1=N\N1CCOCC1 | i | -5.7
CCC(C)NC(=O)CCS(=O)(=O)c1ccc(Br)s1 (stereo not drawn) | i | -3.8
O=C(N/N=C/c1ccccc1OC(=O)c1ccc2c(c1)OCO2)c1cccc(F)c1 | i | -21.2
COc1cc2c(cc1OC)C(c1ccccc1OC(C)C)CC(=O)N2 (stereo not drawn) | i | -8.0
CC(NC(=O)CN1C(=O)NC2(CCCCCC2)C1=O)c1ccccc1Cl (stereo not drawn) | / | -11.1
NC(=O)c1oc2ccccc2c1NC(=O)c1ccc(F)cc1 | i | -10.1
COC(=O)CN1C(=O)COc2ccc(S(=O)(=O)N3CCCC3)cc21 | i | -21.1
O=C(CSc1nnc2ccc(-c3cccnc3)nn12)Nc1ccc(F)cc1F | i | 0.4
COc1ccc(C)cc1S(=O)(=O)N1CCCC(C(=O)NC2CC2)C1 (stereo not drawn) | i | -3.0
CCOC(=O)c1cnc(-n2nc(C)cc2C)nc1Nc1ccc(OC)cc1 | i | -38.7
Cc1nnc(Sc2nc3c(c(=O)[nH]c(=O)n3C)n2CCc2ccccc2)s1 | i | -12.4
C=CCn1c(SCCCc2ccccc2)nc2c1c(=O)[nH]c(=O)n2C | i | -35.3
CCN(CC)CCN1C(=O)C2C(C(=O)Nc3ccc(C(C)C)cc3)C3C=CC2(O3)C1C(=O)NC1CCCCC1 (stereo not drawn) | i | -35.4
S=c1[nH]nc(Cc2cccs2)n1-c1cccc2ccccc12 | i | -9.5
COc1cc(/C=C/C(=O)NCc2ccccn2)cc(OC)c1OC | i | -9.9
CCNC(=S)Nc1cc(OCC)c(N2CCOCC2)cc1OCC | i | 0.2
Cc1cccc(C(=O)O[C@H]2[C@H](Cc3ccccc3)NS(=O)(=O)[C@H]3CC4C=C[C@]23O4)c1 | / | -8.7
CN(CCC#N)C(=O)COC(=O)c1ccc2[nH]c3c(c2c1)CCCC3 | i | -16.5
CN(C)CCNC(=O)c1ccc(CS(=O)(=O)c2ccc(Br)cc2)o1 | i | -23.9
O=C1CCCC2=C1Sc1ccccc1N2 | i | -1.3
CC1(C)CC(=O)C(C=NCC2CCNCC2)=C(O)C1 | i | -14.2
COc1ccc(-c2ncc(CN3CCC(CO)(Cc4cccc(OC)c4)CC3)cn2)cc1 | i | -25.4
Cc1oc(C(=O)O)cc1COc1ccc2c(C)cc(=O)oc2c1 | i | 5.0
CC(C)(C)c1ccc(C(=O)N2CCCCCC2=O)cc1 | i | -17.3
CCOC(=O)N1CCN(c2ccc(Cl)c(Cl)c2)CC1 | i | 7.8
CC(C)CN(CC(C)C)C(=S)NC1CCCCC1 | i | -16.6
O=[N+]([O-])c1ccc(N2CCSCC2)cc1O | i | 6.9
CCN(Cc1nc2ccccc2c(=O)[nH]1)C(=O)CN1C(=O)NC2(CCCCC2C)C1=O (stereo not drawn) | / | -12.3
COc1ccccc1N1C(=O)S/C(=C\c2ccc(C)s2)C1=O | i | 5.5
COc1ccc(N2CCN(C(c3nnnn3CCc3ccccc3)C(C)C)CC2)cc1 (stereo not drawn) | i | -29.4
O=C(CNC(=O)c1ccccc1Cl)N/N=C/c1ccc([N+](=O)[O-])s1 | i | -24.5
Cc1cnc2c(C(=O)O)cnn2c1 | i | 3.8

More entries.
SMILES | CHT PAM | OX1R antag
C/C(=N\NC(=O)CSc1nc2ccccc2s1)c1ccco1 | i | -20.4
O=C1Nc2cc(Cl)c(Cl)cc2N(O)N1c1cccc(Cl)c1 | i | -4.0
CCOc1cc(/C=C(\C#N)C(N)=O)ccc1OS(=O)(=O)c1ccccc1 | i | -12.2
Cc1cc(C)cc(OCC(=O)NNC(=O)CN2C(=O)c3ccccc3C2=O)c1 | i | -16.4
O=C(CN1C(=O)CCS(=O)(=O)c2ccccc21)NCc1ccccc1 | i | -8.4
Cc1cc(=O)n2nc(N3CCCC3C(=O)Nc3ccc(C(C)C)cc3)sc2n1 (stereo not drawn) | i | -19.7
Cc1cc([N+](=O)[O-])ccc1NCc1ccccc1 | i | 49.6*
Cc1cccc(C)c1OCC(=O)Nc1ccc(N2CCOCC2)cc1 | i | -16.4
CC(=O)c1ccc(OCc2cc(C(=O)N(C)Cc3nc4c(C)cccc4[nH]3)no2)cc1 | i | -26.9
O=S1(=O)c2ccccc2N=NN1Cc1ccc(Cl)c(Cl)c1 | i | 8.8
CC1Cc2ccccc2N1C(=O)COC(=O)c1cccc(Br)c1 (stereo not drawn) | / | -13.9
CC1=C(C(=O)OC2CCCCC2)C(c2ccc(O)cc2)NC(=O)N1 (stereo not drawn) | i | -8.9
O=[N+]([O-])c1ccc(N2CCN(S(=O)(=O)c3ccccc3)CC2)cc1 | i | 1.3
Cc1ccc(CNC(=O)c2cnc(-c3ccccn3)nc2C(F)(F)F)cc1 | i | -8.1
N/C(=N\N=C\c1ccc(O)cc1)c1nonc1N | i | -2.5
CC1(C)CC(=O)c2c(O)cc(OCC(=O)N3CCN(c4ccc(F)cc4)CC3)cc2O1 | i | -22.3
Clc1cccc(Oc2cnc3ccccc3n2)c1 | i | -7.8
O=C(c1cn(-c2ccc(Cl)c(Cl)c2)nn1)C1CC1 | i | -8.4
Cc1cccc(-c2nc(CSCC(=O)N3CCN(Cc4ccc5c(c4)OCO5)CC3)c(C)o2)c1 | i | 39.7
CCN(CC(=O)Nc1c(F)cccc1F)C(=O)c1ccc(C2SCCS2)cc1 | i | -20.6
CCOC(=O)CCCCC(=O)c1[nH]c(=O)[nH]c1CSc1nc(C)cc(C)n1 | i | -8.7
Cc1cccc(-n2cc(CNCCN3CCOC3=O)c(-c3cccc(F)c3)n2)c1 | i | -31.0
CC(=O)c1ccc(C(=O)Nc2sc3c(c2C(N)=O)CCN(Cc2ccccc2)C3)cc1 | i | -16.3
CCOCCCNC(=S)N1CCN(c2nc(-c3ccccc3)cs2)CC1 | i | -19.7
c1ccc2c(c1)CCN(C1CCCCC1)C2 | i | -4.6
N#Cc1sc(=O)[nH]c1Cl | i | 4.7

Record cards, as listed above.
Cc1cccc(-c2nc(CSCC(=O)N3CCN(Cc4ccc5c(c4)OCO5)CC3)c(C)o2)c1 is listed as CHT PAM = i; OX1R antag = 39.7
CC1(C)CC(=O)c2c(O)cc(OCC(=O)N3CCN(c4ccc(F)cc4)CC3)cc2O1 is listed as CHT PAM = i; OX1R antag = -22.3
